Tb hexokinase = T. brucei hexokinase 1 inhibition | recombinant TbHK1, G6PDH-coupled NADH A340 | inhibition, % at 10 µM | 0.11% of 220,000 active;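 active = inhibition of 50% or more in the single-dose primary screen; inactive = inhibition below 50%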
FXIa inh 1536 = factor XIa (human) inhibition; 0.14% of 220,000 active; AID 798; inhibition, % at 5 µM; purified FXIa, Boc-Glu-Ala-Arg-AMC fluorogenic substrate; P03951;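 active = inhibition of at least 40%; inactive = inhibition below 40%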;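 also: fluorescence of freed AMC excited at 355 nm; 0% = enzyme without compound and 100% = no enzyme blank; many of its hits are not listed in these tables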
CHOP inh = CHOP inhibition in unfolded protein response; CHO-K1 CHOP-promoter luciferase, tunicamycin-induced, 15-18 h; inhibition, % at 10 µM; 3.8% of 220,000 active;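 active = compounds that reduced the stress-induced luciferase reporter signal by more than about 70% of percent inhibition, limit read from the data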;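 also: 0% = tunicamycin plus vehicle and 100% = wells without tunicamycin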
Wee1 degr inh = inhibitors of human Wee1 degradation; P30291; HeLa Luc-Wee1K328M stability, luciferase luminescence; 100% = proteasome inhibitor MG132 effect; reporter increase, % at 5 µM; 1.2% of 220,000 active; AID 1321;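 active = activation above the mean of all tested compounds plus 3 SD, set per screening run, cut at about 8.8% in these data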;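 also: cells exposed to compound for 20 h before luminescence read; 0% = DMSO alone and 100% = MG132 at 30 µM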
Target sequence (P30291 whole entry K328M): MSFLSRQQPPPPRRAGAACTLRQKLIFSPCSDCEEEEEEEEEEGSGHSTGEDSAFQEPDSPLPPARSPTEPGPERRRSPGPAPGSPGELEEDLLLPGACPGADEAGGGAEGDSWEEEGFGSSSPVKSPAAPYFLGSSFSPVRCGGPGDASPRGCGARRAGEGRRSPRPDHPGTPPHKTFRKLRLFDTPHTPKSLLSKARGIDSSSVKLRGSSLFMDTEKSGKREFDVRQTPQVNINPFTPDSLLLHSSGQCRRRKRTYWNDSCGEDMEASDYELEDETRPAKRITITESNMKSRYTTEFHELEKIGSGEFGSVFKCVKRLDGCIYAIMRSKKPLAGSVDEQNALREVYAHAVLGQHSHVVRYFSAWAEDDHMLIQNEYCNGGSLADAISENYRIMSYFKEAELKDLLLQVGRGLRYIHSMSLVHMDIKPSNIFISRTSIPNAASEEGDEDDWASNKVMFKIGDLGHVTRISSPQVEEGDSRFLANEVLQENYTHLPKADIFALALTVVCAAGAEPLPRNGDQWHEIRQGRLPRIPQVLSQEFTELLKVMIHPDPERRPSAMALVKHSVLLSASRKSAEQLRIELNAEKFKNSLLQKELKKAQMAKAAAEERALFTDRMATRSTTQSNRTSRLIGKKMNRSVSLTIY
FXIIa inh 1536 = blocks human coagulation factor XIIa protease activity. inhibition, % at 5 µM. AID 800. purified FXIIa, Boc-QGR-AMC fluorogenic substrate, 2 h. 0.3% of 220,000 active. P00748; in the data active = inhibition above about 40%;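 also: 0% = enzyme with no compound and 100% = blank without enzyme; many of its hits are not listed in these tables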
PPC-1+TRAIL kill = compounds killing PPC-1 cancer cells with TRAIL present (potentiator screen, no TRAIL-free arm). PPC-1 cells + TRAIL, ATPLite viability luminescence. cell killing (% activity), % at 4 µM. 0.41% of 220,000 active. AID 1443;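 active = cell killing above 50% in the first pass at 4 µM, then a duplicate retest at 5 µM averaging 50% or more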;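 also: plate controls were cells with TRAIL plus DMSO for no effect and medium-only wells lacking cells for full effect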
zVAD death inh = L929 zVAD cell death inhibition; L929 zVAD necroptosis rescue, ATP luminescence, 24 h; with zVAD 60 µM; viability rescue, % at 10 µM; 0.38% of 220,000 active; AID 1377;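 active = activation, scaled between plate controls, above about 75%, limit read from the data; inactive = activation under that limit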;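 also: 0% = zVAD with DMSO and 100% = DMSO alone without zVAD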
TNF death inh = inhibitors of TNF-alpha induced necroptosis in Jurkat FADD-/- cells; Jurkat FADD-/- TNF necroptosis rescue, ATP luminescence, 24 h; 0 = TNF only, 100 = no-TNF cells; activation (protection from cell death), % at 10 µM; 0.068% of 220,000 active;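 active = activation, meaning protection from cell death, of at least 50% relative to plate controls; inactive = activation below 50%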;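 also: necroptosis triggered by 40 ng/mL TNF-alpha added together with compound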
EP2 antag = blocks the human prostaglandin E2 receptor EP2 | P43116 | C6 glioma cells expressing human EP2, cAMP TR-FRET; cells stimulated with saturating PGE2 | inhibition, % at 25 µM | 0.52% of 260,000 active;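 active = percent inhibition above 40 after rounding to a whole number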;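 also: rat C6 glioma host cells with rolipram phosphodiesterase inhibitor present; the protocol text gives 20 µM as final concentration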
Target sequence (P43116 whole entry, looked up): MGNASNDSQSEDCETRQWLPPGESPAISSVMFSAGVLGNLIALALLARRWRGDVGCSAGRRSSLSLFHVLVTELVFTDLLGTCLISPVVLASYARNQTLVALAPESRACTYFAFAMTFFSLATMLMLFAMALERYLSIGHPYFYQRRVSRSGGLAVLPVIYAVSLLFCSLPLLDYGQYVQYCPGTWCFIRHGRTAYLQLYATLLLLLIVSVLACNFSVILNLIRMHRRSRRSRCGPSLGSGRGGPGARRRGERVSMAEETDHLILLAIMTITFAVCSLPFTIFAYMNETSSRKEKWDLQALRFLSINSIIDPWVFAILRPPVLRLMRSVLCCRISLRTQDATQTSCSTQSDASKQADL
The depositor's hits bear a star; nt = not tested or not shown; & = joins results of further samples. The list is partial; rates above refer to the full screens.

mol | Tb hexokinase | FXIa inh 1536 | CHOP inh | Wee1 degr inh | FXIIa inh 1536 | PPC-1+TRAIL kill | zVAD death inh | TNF death inh | EP2 antag
CCS(=O)(=O)Nc1cccc(C(=O)CC2(O)C(=O)Nc3ccccc32)c1 (stereo not given) | -7 | -8 | 6 | -1 | -15 | 10 | 0.3 | -4.4 | 4
CCOC(=O)c1ccc(NC(=O)NC2CC3CCC(C2)N3)cc1 (stereo not given) | 8 | -2 | 7 | 2 | 6 | nt | 2.2 | 0.6 | 4
CC1COc2ccccc2N1S(=O)(=O)c1ccc(Cl)cc1 (stereo not given) | 4 | -9 | 54 | 2 | 5 | 15 | 0.9 | -0.2 | 8
O=C(O)C1CC=CCC1C(=O)Nc1cccc(Cl)c1 (stereo not given) | 2 | -14 | 22 | 0 | 6 | 13 | -0.1 | -3.0 | 10
Cc1ccnc2nc(C(=O)Nc3nnc(-c4ccc(Cl)cc4)o3)nn12 | -5 | 7 | 12 | -5 | -2 | 6 | 2.4 | 0.2 | 10
Cc1cc(C)nc(NS(=O)(=O)c2ccc(NC(=O)CCC3COc4ccccc4O3)cc2)n1 (stereo not given) | 1 | 1 | 77* | -1 | 6 | 6 | 0.2 | -1.0 | 6
CN(C(=O)COc1nnc(-c2cccs2)c(-c2cccs2)n1)c1ccccc1 | -11 | 3 | 12 | 5 | 16 | 16 | -0.7 | -7.7 | 11
COC(=O)c1ccc(CSc2ccc3nnc(-c4ccc(F)cc4)n3n2)o1 | -5 | -1 | 21 | -2 | 9 | 0 | 3.1 | 2.2 | 8
O=C(Cc1cc(=O)[nH]c(=O)[nH]1)N1CCN(C(=O)c2ccco2)CC1 | 0 | 1 | 3 | 1 | 9 | 4 | 4.4 | 1.2 | 10
CC(OC(=O)c1cccs1)C(=O)NCC1CCCO1 (stereo not given) | -2 | -1 | 20 | -3 | 10 | 20 | 3.0 | -4.8 | 12
COc1ccc(OCC(=O)N2CCOCC2)cc1 | 0 | -2 | 23 | 5 | 10 | -7 | -0.3 | -0.2 | 5
O=C(NC(=S)Nc1cccc(NC(=O)c2ccccc2)c1)c1cccc([N+](=O)[O-])c1 | 7 | 6 | 53 | -1 | 8 | 7 | 18 | 1.0 | 1
Cc1cccnc1NC(=O)CSc1nnc(COc2ccc(C(C)C)cc2)n1C | -2 | 10 | -3 | 0 | 6 | -5 | 0.8 | 2.6 | 6
CC(=O)c1c(C)[nH]c(C(=O)OCc2nnc(-c3ccccc3)o2)c1C | -5 | 8 | 29 | -2 | 10 | 11 | -0.1 | 1.4 | 15
COc1cc(-c2cc(C(=O)NN3CCN(C)CC3)c3ccccc3n2)cc(OC)c1OC | -8 | 25 | -19 | -1 | 25 | 14 | 0.6 | 1.4 | 3
CC(C)[C@H](NC(=O)c1ccc(Cl)c([N+](=O)[O-])c1)C(=O)NCc1ccc(F)cc1 | 3 | 3 | 11 | 0 | 11 | 11 | -0.8 | 0.2 | 10
CC(=O)N1CCc2cc(S(=O)(=O)NC(C(=O)NC3CCCc4ccccc43)C(C)C)ccc21 (stereo not given) | 0 | 6 | 39 | 3 | 4 | 18 | 0.3 | 0.4 | 10
COc1cccc(Cn2cnc3c([N+](=O)[O-])c(C)c(C)cc32)c1 | -6 | 4 | 23 | -2 | 16 | 5 | 7.7 | -1.0 | 1
CC(C)(C)C(=O)Nc1ccc(Oc2ccc3c(c2)C(=O)N(c2ccc(O)cc2)C3=O)cc1 | -9 | -17 | -35 | 3 | 2 | 5 | 0.1 | -0.3 | 10
Cc1ccc(S(=O)(=O)N2CCCCC2)cc1C(=O)Nc1ccc(S(=O)(=O)Nc2ncccn2)cc1 | 6 | 4 | -5 | 1 | 10 | -20 | 0.2 | -1.4 | 9
CC1CCN(S(=O)(=O)c2ccc3c(c2)oc(=O)n3CC(=O)N2c3ccccc3CC2C)CC1 (stereo not given) | -10 | 6 | 40 | 1 | 12 | 8 | 3.4 | -0.8 | nt
Cc1cc(C)cc(NC(=O)c2nccnc2C(=O)O)c1 | -11 | -7 | -10 | -2 | 0 | 20 | 1.1 | 0.5 | 9
CC(C)(C)S(=O)(=O)c1cnc2c(-c3ccc(Cl)cc3)cnn2c1N | -1 | 1 | 34 | 1 | 11 | 0 | 3.6 | -4.6 | 10
CCN(CC(=O)NCCc1ccccc1)S(=O)(=O)c1ccc(C)cc1 | 38 | -1 | 50 | -1 | 12 | -4 | -0.3 | 0.9 | 10
Cc1occc1-c1nnc(SCC(=O)N2CCOCC2)o1 | 5 | -12 | -24 | 3 | 2 | 23 | 0.4 | 1.5 | 9
O=C(O)CCCCCNS(=O)(=O)c1ccc(Cl)cc1 | 5 | 2 | 14 | 2 | 8 | 9 | -0.1 | 1.1 | 8
CCc1nc(N2CCCC2)c(C#N)c2c1CCCC2 | -1 | -6 | 33 | 0 | -10 | 18 | -0.1 | -1.9 | 28
COc1cccc2cc(C(=O)N(Cc3cccs3)CC3CCCO3)c(=O)oc12 (stereo not given) | -9 | -3 | -7 | -2 | -2 | -2 | -0.2 | -0.5 | 4&8
COc1ccc(COC(=O)NNC(=O)c2ccccc2Cl)cc1 | 1 | -2 | 5 | 2 | 7 | -27 | -0.3 | 0.3 | 6
CC(C)OC(=O)CSc1nc2c(c(C3CC=CCC3)c1C#N)CCC2 (stereo not given) | 5 | 6 | 21 | -2 | 15 | 1 | -0.4 | 2.9 | 1
Cc1cc(C)n(-c2ccc(C(=O)O)cc2[N+](=O)[O-])n1 | 1 | 1 | 13 | -4 | 4 | 5 | 4.8 | -0.2 | -1
Cc1occc1-c1nnc(SCC(=O)N2CCOCC2)n1Cc1ccco1 | -4 | 6 | -14 | 1 | 10 | 5 | -1.1 | -0.1 | 7
Cn1c(=O)c2c(nc(SCC(=O)NCc3ccc4c(c3)OCO4)n2Cc2ccccc2)n(C)c1=O | 3 | 4 | 4 | 4 | -1 | -3 | 0.0 | 1.4 | 4&9
CCCN(Cc1cc2cc(OC)ccc2[nH]c1=O)C(=O)c1ccco1 | -31 | -2 | 18 | -1 | 1 | 1 | 0.4 | 0.3 | 7
CCC(=O)c1ccc(N2CCN(C(=O)c3cc([N+](=O)[O-])ccc3N3CCN(C)CC3)CC2)c(F)c1 | -41 | -7 | -37 | 2 | 3 | 28 | 0.7 | 0.6 | 17
CC(C)CN1C(=S)SC(C)(C)C1n1oc(=O)n(-c2ccccc2)c1=O (stereo not given) | -3 | 8 | 4 | -1 | 16 | 3 | -0.5 | 1.0 | 5
Cc1cccc(OC(=O)CN2C(=O)C3C4CCC(C4)C3C2=O)c1C (stereo not given) | 1 | -14 | 30 | -5 | 0 | 17 | -0.1 | -1.3 | 3
CC(C)C(NC(=O)/C=C/c1ccc(F)cc1)C(C)C | -1 | 2 | 10 | 2 | 7 | 15 | 0.2 | -2.0 | 3
CC(c1ccccc1)N1CCc2[nH]c(=S)[nH]c(=O)c2C1 (stereo not given) | -4 | -7 | -14 | 4 | 4 | -5 | 0.1 | 0.4 | 5
Nc1c(C(=O)N/N=C/c2ccccc2Cl)oc2nc(-c3ccccc3)cc(-c3ccco3)c12 | -32 | 0 | 34 | -4 | 5 | -25 | -0.1 | -0.9 | 13

For reference, part of the list above:
mol | Tb hexokinase | FXIa inh 1536 | CHOP inh | Wee1 degr inh | FXIIa inh 1536 | PPC-1+TRAIL kill | zVAD death inh | TNF death inh | EP2 antag
CCC(=O)c1ccc(N2CCN(C(=O)c3cc([N+](=O)[O-])ccc3N3CCN(C)CC3)CC2)c(F)c1 | -41 | -7 | -37 | 2 | 3 | 28 | 0.7 | 0.6 | 17
CC(C)CN1C(=S)SC(C)(C)C1n1oc(=O)n(-c2ccccc2)c1=O (stereo not given) | -3 | 8 | 4 | -1 | 16 | 3 | -0.5 | 1.0 | 5

Next section:
mol | Tb hexokinase | FXIa inh 1536 | CHOP inh | Wee1 degr inh | FXIIa inh 1536 | PPC-1+TRAIL kill | zVAD death inh | TNF death inh | EP2 antag
CC(=O)Nc1ccc(NC(=O)C/C(C)=N/NC(N)=S)cc1 | -9 | -7 | 9 | 3 | -2 | 27 | 0.1 | -0.9 | 4
CC(C)CCNC(=O)NC(=O)CN1C(=O)NC2(CCCCC2)C1=O | -2 | -3 | 21 | -3 | -1 | -5 | 0.0 | -1.5 | 5
COc1ccccc1C(=O)NC(=Nc1nc2ccccc2o1)NC(=O)c1ccccc1OC | 1 | 20 | 106* | 1 | 16 | 3 | -0.6 | -7.2 | 27
N/C(=N\OC(=O)Cc1ccc(-c2ccccc2)cc1)c1ccccn1 | 8 | 5 | 12 | 0 | 15 | 6 | 0.3 | 0.3 | 7
O=[N+]([O-])c1cc(Br)c(O)c(C=Nc2ccc(N3CCOCC3)cc2)c1 | -12 | -4 | 22 | 1 | 3 | 30 | 0.4 | -0.6 | 4
COc1ccccc1C(=O)N1CCC(N2CCN(c3ccccc3OC)CC2)CC1 | -7 | -7 | -6 | 2 | 5 | -2 | 0.8 | 1.0 | 6
Cn1c(N)c(C(=O)COC(=O)c2ccc3c(c2)C(=O)N(c2ccc(Cl)cc2)C3=O)c(=O)n(C)c1=O | -2 | -3 | -4 | 3 | 4 | 7 | 0.3 | 0.0 | 12
CN(C)S(=O)(=O)c1ccc(C(=O)Nc2nc(-c3cccs3)cs2)cc1 | 1 | 6 | nt | 1 | 17 | 5 | 0.4 | -1.0 | 24
O=C(CN1C(=O)CC(c2ccccc2)S(=O)(=O)c2ccccc21)N1CCCC1 (stereo not given) | 0 | -4 | -9 | 3 | 2 | 4 | 0.5 | -0.4 | 7
CCCn1c(SCC(=O)NCc2ccco2)nc2c1c(=O)n(C)c(=O)n2C | 1 | -8 | 9 | 0 | 9 | 10 | 0.5 | -0.4 | 3&9
COc1ccc2c(c1)CC/C(=C\c1ccc(OC)c(Cn3cccn3)c1)C2=O | -26 | 3 | 33 | -1 | 13 | -2 | -0.4 | -2.5 | 6
CCCOc1ccc(C(=O)Nc2ccc(N3CCN(C(C)=O)CC3)cc2)cc1 | -1 | 4 | 39 | -1 | 17 | 4 | -0.5 | -1.2 | 5&10
CC(=O)[C@@H]1[C@@H](C(=O)c2ccccc2)[C@]2(C(=O)Nc3ccccc32)[C@H]2C=Cc3cc(F)ccc3N12 | -7 | 5 | 22 | 1 | 5 | 33 | 0.8 | 1.6 | 1
COc1ccc(NC(=O)CSc2nc3ccccc3c(=O)n2CCNC(C)=O)cc1 | -9 | 5 | 7 | 1 | 16 | -20 | 0.1 | -0.1 | 7
O=C(CC1CCCCC1)Nc1c2c(nn1-c1ccc(F)cc1)CS(=O)(=O)C2 | 4 | -19 | 8 | -3 | 2 | 19 | -0.5 | 0.8 | 3
Cn1c(=O)n(C)c2cc(S(=O)(=O)N3CCOCC3)ccc21 | -1 | 2 | 54 | -1 | 3 | -7 | 0.1 | 0.2 | 7
Cc1ccc(OCC(=O)c2cc(C)n(C)c2C)c([N+](=O)[O-])n1 | 21 | -4 | 40 | 2 | 1 | 37 | 0.3 | 0.1 | 3
O=C(NCc1cccs1)c1cc2ccccc2o1 | -4 | 1 | -30 | -1 | 7 | 8 | 0.0 | -2.0 | 4
NS(=O)(=O)c1ccc(NC(=O)CSc2ncn[nH]2)cc1 | -4 | 10 | 6 | -3 | 4 | 3 | 3.3 | 0.0 | 7
O=C(c1ccccc1)N(c1ccccc1)C1C=CS(=O)(=O)C1 (stereo not given) | -5 | 1 | -20 | 0 | 9 | -5 | -0.2 | -2.2 | 15
CCN(CC)S(=O)(=O)c1cccc(C(=O)NC(C(=O)Nc2nnc(C3CC3)s2)C(C)C)c1 (stereo not given) | -3 | -2 | 12 | 0 | 15 | 18 | -0.1 | 0.9 | 6
